ABCB1 block – ABCB1 efflux pump inhibitors, primary screen, cell-based, multiplex, flow cytometry, ABCG2 counter-screen. ATP-dependent translocase ABCB1 (Homo sapiens), P08183. CCRF-Adr cells, JC-1 efflux. inhibition, % at 6.6 µM. actives 0.067% (n = 190,000). AID 1326, 2008; in the data active = inhibition above about 40%;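 also: 0% = vehicle and 100% = reference inhibitor; higher value means more JC-1 retained so stronger ABCB1 efflux block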
Avidin fluor – green autofluorescence of compounds with avidin beads – biophysical, 488/530 nm, flow cytometry, artefact control, profiling panel. AID 1775, 2009. compound fluorescence 488/530 nm; hits give high values. fluorescence (KMESF) at 10 µM. actives 0.38% (n = 220,000); in the data active = fluorescence above about 47; also: inactives centre near 10
Cdc42 wt GTP – modulators of GTP binding to wildtype Cdc42, primary screen, biochemical, multiplex bead flow cytometry, Bodipy-GTP; Cell division control protein 42 homolog (Homo sapiens), P60953; percent activity (GTP binding), % at 10 µM; GST-Cdc42 beads; actives lie on both sides; actives 0.2% (n = 190,000);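 active = percent activity GTP binding at least 20 points away from the 100% baseline, either down as inhibitor or up as activator; inconclusive = compound flagged as likely green fluorescent from well-wide comparison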;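 also: median bead fluorescence of bound Bodipy-FL-GTP at 100 nM; 0% = excess unlabeled GTP control and 100% = no compound control; below 100% means less GTP binding so inhibitor and above means activator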
Target sequence (P60953 whole entry, looked up): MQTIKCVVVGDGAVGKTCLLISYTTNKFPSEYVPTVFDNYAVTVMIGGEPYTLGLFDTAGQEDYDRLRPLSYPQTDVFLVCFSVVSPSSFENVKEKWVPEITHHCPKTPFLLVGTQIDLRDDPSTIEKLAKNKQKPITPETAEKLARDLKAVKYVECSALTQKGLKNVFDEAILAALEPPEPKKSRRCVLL
Rab2 wt GTP – modulators of GTP binding to Rab2A wildtype, primary screen, biochemical, dog, bead-based flow cytometry, multiplex | Ras-related protein Rab-2A (Canis lupus familiaris), P61105 | GST-Rab2 wt beads, Bodipy-GTP binding | GTP binding activity, % at 10 µM | actives 0.19% (n = 190,000) | AID 760, 2007;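 active = GTP binding activity at least 20 points away from 100%, either lowered or raised; inconclusive = signal likely due to the compound's own green fluorescence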;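 also: 0% = beads with excess unlabeled GTP and 100% = no-compound control corrected for plate trend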
Rac1 wt GTP bind – wildtype Rac1 GTP binding modulators, primary screen, biochemical, GST-Rac1 beads, flow cytometry, multiplex. actives 0.27% (n = 190,000). fluorescent GTP binding; actives lie on both sides; 0 = cold GTP competed, 100 = untreated. GTP binding activity (% of control), % at 10 µM. AID 757, 2007;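 active = GTP binding activity at least 20 points away from the 100% control level, either lower or higher; inconclusive = compound flagged as likely green fluorescent, judged across all proteins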
Rab7 wt GTP bind – modulators of GTP binding to Rab7, primary screen, biochemical, wildtype, multiplex bead flow cytometry | Rab7 GTPase wild type (dog), Bodipy-FL-GTP binding | GST-Rab7 beads, fluorescent GTP binding; actives lie on both sides; untreated = 100%, excess cold GTP = 0% | GTP binding activity (percent of control), % at 10 µM | actives 0.055% (n = 190,000) | AID 758, 2007;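 active = fluorescent GTP binding to Rab7 beads changed by at least 20 points from the 100% baseline, either direction, mostly lower; inconclusive = compound itself probably fluorescent, or too few beads counted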;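 also: median green fluorescence of bound Bodipy-FL-GTP per Rab7 bead population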
Mcl1-Noxa inh – Mcl-1/Noxa binding inhibitors, primary screen, biochemical, TR-FRET, 1536-well. Induced myeloid leukemia cell differentiation protein Mcl-1 (Homo sapiens), Q07820. TR-FRET Mcl-1/Noxa peptide binding, 2 h. inhibition, % at 21.7 µM. actives 1.5% (n = 220,000). AID 1022, 2008;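 active = compounds that cut the protein-peptide binding signal by more than 50% relative to plate controls in a single-dose test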;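 also: His-tagged Mcl-1 with rhodamine Noxa BH3 peptide and terbium anti-His antibody; 0% = Mcl-1 plus Noxa peptide wells and 100% = peptide-only wells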
Target sequence (Q07820 whole entry, looked up): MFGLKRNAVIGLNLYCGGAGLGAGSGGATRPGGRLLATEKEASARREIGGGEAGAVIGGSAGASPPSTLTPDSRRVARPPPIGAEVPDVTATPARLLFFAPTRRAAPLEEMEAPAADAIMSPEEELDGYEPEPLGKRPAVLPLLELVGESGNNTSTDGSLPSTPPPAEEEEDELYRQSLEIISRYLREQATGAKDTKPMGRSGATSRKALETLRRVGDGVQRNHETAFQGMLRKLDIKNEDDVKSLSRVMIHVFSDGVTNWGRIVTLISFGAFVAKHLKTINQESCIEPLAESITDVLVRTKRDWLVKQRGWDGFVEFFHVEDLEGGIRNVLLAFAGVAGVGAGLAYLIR
ABCG2 block – ABCG2 efflux pump inhibitors, primary screen, multiplex with ABCB1, IgMXP3 cells, flow cytometry. Broad substrate specificity ATP-binding cassette transporter ABCG2 (Homo sapiens), Q9UNQ0. JC-1 efflux. inhibition, % at 6.6 µM. actives 0.1% (n = 190,000). AID 1325, 2008;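 active = inhibition above 80%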;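 also: 0% = DMSO and 100% = nicardipine control wells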
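Test system: ABCG2 IgMXP3 and barcoded ABCB1 CCRF-Adr cell mix; Schedule: cells with compound and JC-1, 10 min at 25 °C, rotating, no wash; Technique: flow cytometry of retained JC-1 fluorescence; Measure: % inhibition of efflux relative to nicardipine and DMSO; Controls: nicardipine high and DMSO low controls.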
Pf gamet viab – late stage P. falciparum gametocyte viability inhibitors, primary screen, ATP luminescence, HTS; actives 0.065% (n = 150,000); P. falciparum stage V gametocytes, 24 h; inhibition, % at 10.9 µM;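 active = inhibition above the mean plus 3 SD of compounds within the control limits, set per campaign, cut at about 38% in these data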;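 also: 0% = DMSO wells and 100% = medium only without gametocytes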
Rac1 act GTP bind – GTP binding modulators of activated mutant Rac1, primary screen, biochemical, bead-based flow cytometry, multiplex, fluorescent GTP; AID 764, 2007; GST-Rac1 activated beads; actives lie on both sides; 100% means binding = to untreated wells; actives 0.11% (n = 190,000); percent activity (GTP binding), % at 10 µM; Ras-related C3 botulinum toxin substrate 1 (Homo sapiens), P63000;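 active = GTP binding at least 20 percentage points away from the 100% baseline, in either direction, so actives lie on both sides; inconclusive = Compound likely fluorescent itself, or too few beads counted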
HRas wt GTP bind – modulators of GTP binding to HRas wildtype, primary screen, biochemical, bead-based flow cytometry, multiplex; GTPase HRas (Homo sapiens), P01112; GST-Ras wt beads, Bodipy-FL-GTP binding; actives lie on both sides; GTP binding activity, % at 10 µM; actives 0.14% (n = 190,000); AID 759, 2007;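 active = GTP binding activity at least 20% away from the 100% baseline, either lowered as inhibitor or raised as activator; inconclusive = flagged as likely green fluorescent, judged across all proteins in the well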;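 also: 0% = unlabeled GTP competition control and 100% = no-compound control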
Target sequence (P01112 whole entry, looked up): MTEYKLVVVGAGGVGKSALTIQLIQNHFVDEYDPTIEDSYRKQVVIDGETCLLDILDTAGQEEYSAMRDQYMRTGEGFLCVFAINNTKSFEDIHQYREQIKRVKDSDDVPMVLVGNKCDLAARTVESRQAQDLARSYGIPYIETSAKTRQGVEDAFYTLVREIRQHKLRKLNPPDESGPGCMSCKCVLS
Starred values were filed as active, the others as inactive; ? = inconclusive; · = not tested or not shown.

Second line of a record – ABCB1 block | Avidin fluor | Cdc42 wt GTP | Rab2 wt GTP | Rac1 wt GTP bind | Rab7 wt GTP bind | Mcl1-Noxa inh | ABCG2 block | Pf gamet viab | Rac1 act GTP bind | HRas wt GTP bind
> Cc1ccc(NC(=O)COC(=O)c2cccnc2)c(C)c1
→ 0.0 | 4 | 98 | 97 | 98 | 99 | -27 | 1 | · | 96 | 96
> Cc1ccc(S(=O)(=O)NNC(=O)c2sc3nc(C)cc(C)c3c2-n2cccc2)cc1
→ 1.4 | 6 | 102 | 102 | 102 | 103 | 28 | 4 | -5 | 98 | 103
> CCC(C)(C)NC(=O)CN(Cc1cccs1)C(=O)CCC(=O)Nc1nccs1
→ 1.7 | 8 | ? | ? | ? | ? | 3 | 6 | -4 | ? | ?
> COc1ccc(CCNC(=O)CN(c2ccc(OC)c(OC)c2)S(C)(=O)=O)cc1OC
→ 0.2 | 7 | 99 | 99 | 100 | 100 | 2 | 1 | 12 | 98 | 100
> COc1ccccc1C(=O)Nc1ccc(-c2nnn(CC(=O)N3CCN(C(=O)c4ccco4)CC3)n2)cc1
→ 0.3 | 13 | 96 | 97 | 99 | 102 | 20 | 4 | · | 93 | 99
> O=S(=O)(Nc1cccc(-c2cn3cccnc3n2)c1)c1ccc(F)cc1
→ 0.1 | 12 | 94 | 86 | 80 | 91 | 10 | 6 | 3 | 94 | 89
> CCCCOC(=O)c1ccc(NC(=O)CSc2nncn2C)cc1
→ 0.8 | 7 | 99 | 101 | 104 | 102 | 17 | 43 | · | 102 | 102
> COc1ccc(C(=O)c2c[nH]c(C(=O)NCCCn3ccnc3)c2)cc1
→ 0.6 | 21 | 97 | 95 | 99 | 94 | 2 | 2 | -9 | 95 | 95
> Oc1ccc(-c2nccc(-c3cccs3)n2)cc1
→ 0.2 | 14 | 101 | 99 | 100 | 95 | 13 | 0 | 13 | 99 | 101
> O=C(CSCc1ccc(Cl)cc1)N/N=C/c1c(Cl)cccc1Cl
→ 0.3 | 15 | 93 | 99 | 97 | 96 | 2 | 5 | -11 | 97 | 98
> O=C(Cn1cc2c(n1)CCCCC2)NCc1cccs1
→ 1.0 | 6 | 95 | 95 | 100 | 98 | 17 | 1 | · | 95 | 97
> Cc1ccc(-c2cc(N)n(-c3ccccc3)n2)cc1
→ 0.7 | 10 | 101 | 101 | 104 | 100 | -18 | 3 | -3 | 101 | 100
> O=c1[nH]c2ccc(NC(=S)Nc3ccccc3)cc2[nH]1
→ 3.3 | 3 | 94 | 96 | 95 | 104 | 26 | 6 | -5 | 94 | 97
> CC1=C(C#N)C(c2ccoc2)C(C(=O)OCc2ccccc2)=C(N)S1 (centres undefined)
→ 0.4 | 11 | 103 | 104 | 103 | 98 | 0 | 1 | · | 99 | 102
> CCOC(=O)c1sc(=S)n(CC)c1NC(=O)CC
→ 0.3 | 5 | 105 | 102 | 106 | 103 | -3 | 1 | · | 100 | 102
> COc1cc(NC(=O)c2cccs2)ccc1NC(=O)c1ccccc1Cl
→ -0.6 | 14 | 93 | 96 | 96 | 101 | 0 | 19 | 11 | 95 | 96
> Cc1nn(Cc2ccccc2)c(Cl)c1C(=O)OC(C)C#N (centres undefined)
→ 1.0 | 12 | 97 | 94 | 97 | 92 | 8 | 11 | -5 | 93 | 94
> Cc1cccc(C)c1NC1=NC(=S)N(c2ccc(C(=O)O)cc2)C12CCCCC2
→ 1.1 | 10 | 97 | 98 | 98 | 103 | 12 | 2 | 34 | 95 | 99
> CCOC(=O)CNC(=O)Cn1cnc2c(nnn2-c2ccc(F)cc2)c1=O
→ 0.5 | 8 | 107 | 104 | 107 | 105 | 3 | 6 | · | 99 | 103
> CCOC(=O)c1sc(C)c(C(=O)NCCCN2CCOCC2)c1N
→ 0.5 | 12 | 107 | 101 | 106 | 102 | -38 | 2 | 1 | 100 | 104
> COc1cccc(-c2noc(CCC(=O)NC3CCCCC3)n2)c1
→ 0.2 | 5 | 102 | 101 | 104 | 102 | 3 | 2 | · | 100 | 101
> COC(=O)CCn1nnc(-c2ccc(C(C)C)cc2)n1
→ 0.2 | 10 | 103 | 101 | 103 | 99 | 10 | 2 | 2 | 101 | 103
> O=C(COC(=O)CCc1nc2ccccc2c(=O)[nH]1)NC(=O)NC1CCCC1
→ 0.6 | 13 | 101 | 97 | 103 | 100 | -3 | 8 | 22 | 99 | 101
> CCCc1ccc(OCc2ccc(C(=O)NCc3cccnc3)o2)c(OC)c1
→ 1.0 | 16 | 102 | 101 | 101 | 101 | 26 | 10 | 7 | 97 | 99
> O=C1CS/C(=C\[N+](=O)[O-])N1c1ccccc1
→ 0.5 | 10 | 106 | 102 | 101 | 101 | -6 | 0 | 13 | 98 | 102
> Clc1ccc(CSc2nnc(NC3=NCCCCC3)s2)cc1
→ 0.8 | 11 | 101 | 98 | 102 | 98 | 12 | 3 | · | 99 | 100
> O=c1c2ccccc2nc(SCc2cc(F)cc3c2OCOC3)n1Cc1ccco1
→ 3.0 | 12 | 91 | 92 | 88 | 91 | · | 10 | 14 | 93 | 92
> O=C1CN(C(=O)COC(=O)c2cccnc2Cl)c2ccccc2N1
→ -0.2 | 10 | 94 | 99 | 100 | 103 | -13 | 0 | -1 | 94 | 101
> CCOC(=O)c1c(NC(=O)CNCCO)sc(C)c1C
→ 0.2 | 4 | 101 | 99 | 102 | 101 | 12 | 2 | · | 99 | 100
> COc1cccc(C(=O)NC(C)C(c2cccs2)N2CCOCC2)c1 (centres undefined)
→ 0.6 | 9 | 107 | 102 | 106 | 99 | 13 | 6 | · | 101 | 102
> COc1ccc(C2CC3CC(c4ccccc4)N2O3)cc1 (centres undefined)
→ 1.1 | 17 | ? | ? | ? | ? | -1 | 5 | · | ? | ?
> COc1ccccc1NC(=O)N1CCN(c2ccccn2)CC1
→ 0.2 | 19 | 101 | 100 | 101 | 104 | 1 | 0 | · | 97 | 99
> O=C(O)C1CCCN(S(=O)(=O)c2ccccc2)C1 (centres undefined)
→ 0.8 | 10 | 93 | 96 | 95 | 103 | 8 | 10 | 3 | 94 | 96
> COc1ccc(N(C(C)C(=O)NCc2ccco2)S(C)(=O)=O)cc1 (centres undefined)
→ 0.1 | 6 | 103 | 104 | 103 | 101 | 3 | 0 | · | 100 | 104
> COc1ccc(Cn2c(/C=C/c3ccccc3)nc3ccccc32)cc1
→ 1.1 | 30 | 97 | 98 | 101 | 102 | 8 | 9 | 10 | 99 | 99
> CC(C)NC(=O)CC1C(=O)N(Cc2ccccc2)C(C)c2nc3ccccc3n21 (centres undefined)
→ 0.9 | 9 | 95 | 99 | 105 | 99 | 9 | 0 | 0 | 95 | 99
> CCn1c(SCC(=O)NC2CCCCC2)nc2c(c1=O)SC(C)C2 (centres undefined)
→ 1.1 | 25 | 93 | 94 | 95 | 96 | 13 | 2 | · | 95 | 95
> COc1ccc(/C=N/NC(=O)CC(=O)N/N=C/c2ccc(OC)cc2)cc1
→ 0.0 | 16 | 95 | 98 | 95 | 101 | -23 | 0 | 7 | 97 | 96
> CCn1nc(NC(=O)c2ccccn2)c2cc3cccc(C)c3nc21
→ 0.7 | 9 | 99 | 100 | 98 | 99 | 2 | 9 | 19 | 98 | 99
> CCC(=O)N1CCN(c2nc(-c3ccc(Cl)cc3)cs2)CC1
→ 0.8 | 4 | 101 | 99 | 105 | 94 | 1 | 8 | · | 99 | 101
> CCOc1ccc2nc(NC(=O)C3CCCN(S(=O)(=O)c4cccc5nonc45)C3)sc2c1 (centres undefined)
→ 0.9 | 22 | 108 | 104 | 107 | 102 | 45 | 14 | · | 105 | 105
> CCOc1ccccc1NC(=O)N1CCCC1C(=O)Nc1nnc(CC)s1 (centres undefined)
→ 0.2 | 9 | 96 | 96 | 95 | 100 | 21 | 2 | 1 | 96 | 98
> COc1cccc(NC2=NCC(=O)N2Cc2cccs2)c1
→ 0.6 | 10 | 105 | 100 | 108 | 102 | 15 | 3 | 4 | 97 | 103
> C=CCn1c(-c2cccc(OC)c2)nc2nc3ccccc3nc21
→ 1.4 | 37 | 96 | 92 | 94 | 95 | 4 | 8 | 2 | 92 | 97
> N#CCCN(C(=O)Nc1ccc(Cl)c(Cl)c1)c1ccccc1
→ -0.2 | 5 | 98 | 99 | 102 | 92 | 6 | 8 | -32 | 100 | 98
> COCC(C)NC(=O)c1ccccc1OC(C)=O (centres undefined)
→ 0.6 | 14 | 103 | 95 | 101 | 100 | -7 | 3 | · | 98 | 102
> O=C(COC(=O)c1cc(Br)ccc1Cl)NC1CC1
→ 0.1 | 13 | 105 | 100 | 106 | 105 | 25 | 2 | 0 | 100 | 102
> C=CCn1c(-c2ccccc2[N+](=O)[O-])n[nH]c1=S
→ -0.4 | 9 | 96 | 96 | 97 | 96 | 3 | -1 | · | 98 | 99
> CC1CCCN(S(=O)(=O)c2cc(Cl)ccc2Cl)C1 (centres undefined)
→ 0.2 | 11 | 99 | 97 | 99 | 102 | -3 | 1 | 13 | 99 | 97
> CCn1c(SCc2cccc(C(=O)O)c2)nnc1-c1ccccc1
→ 1.4 | 4 | 102 | 99 | 103 | 99 | -6 | 8 | · | 100 | 100
> Cc1ccc(S(=O)(=O)N2CCN(C(=O)c3cccs3)CC2)cc1
→ 1.0 | 12 | 96 | 95 | 99 | 94 | 23 | 2 | 4 | 97 | 93
> CCOc1ccc(NC(=O)CN2CCN(CC(=O)Nc3ccc(F)c(F)c3)CC2)cc1
→ 1.0 | 9 | 96 | 97 | 94 | 96 | · | 5 | · | 95 | 96
> COc1ccc(-n2c(SC(CN3CCCCC3)CN3CCCC3=O)nc3ccccc3c2=O)cc1 (centres undefined)
→ 12 | 12 | 98 | 97 | 105 | 97 | 21 | 6 | · | 99 | 99

Screening data deposited in PubChem BioAssay by several laboratories.

Outcome played no part in choosing rows; 2.3% or so of the library scored in one or more.
